# pAkt inh – Akt phosphorylation inhibition; activity change, % for hits at 50 µM; Neuro2A IGF-stimulated pAkt S473 HTRF, 20 min; stronger effect = lower value; AID 651550; actives 0.32% (n = 360,000); in the data active = activity change below about -80%; inconclusive = mostly about -51% to -80%; note: % is set by controls: 0 for no effect and ±100 for the full control effect
#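 Single-point screen (50 µM final compound) in Neuro2A cells stimulated 20 min with 6 nM IGF at 37 deg C. After lysis, Ser473-phosphorylated Akt read by HTRF (ex 330 nm, em 615/665 nm) as the 665/615 ratio.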
# CCT chaperon mod – changes cytosolic chaperonin activity. activity change, % (concentration not given with the values), hits read low. purified chaperonin ATPase assay, HTRF ADP detection, 30 min. AID 651819. actives 0.3% (n = 360,000); in the data active = activity change below about -30%; note: % is set by controls: 0 for no effect and ±100 for the full control effect
#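 TRiC at 40 or 20 nM final (batch-dependent) in 30 mM Tris pH 7.4, 100 mM KCl, 5 mM MgCl2, 1 mM DTT, with compound at single 76 uM and 10 uM ATP, 30 min at 37 deg C. ADP detected by HTRF Transcreener, 665/615 ratio.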
# TGFb inhibitor – TGF-b pathway inhibition; HepG2 CAGA-GFP TGF-b/SMAD3 reporter, GFP fluorescence, 18 h; TGF-beta stimulated, 500 pg/mL final; Potency, µM (highest dose often 46.1 µM), for inactives: top-dose activity, negative = inhibition, usual class: inhibitors; actives 1.2% (n = 410,000); AID 588855; note: potency is the fitted concentration of half-maximal effect; % is set by controls: 0 for no effect and ±100 for the full control effect; nearly all actives have a fitted effect of over 65% in size
#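 HEPG2 CAGA-GFP, 1000 cells/well; 2 h settle, 37 C; cpd via pin tool; TGF-b 500 pg/mL final; 18 h, 37 C; GFP imaging ex488/em500-530; %Activity normalised to -TGF-b and +DMSO controls; CRC fit, curve class.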
# EPAC2 antagonist – blocks human EPAC2 exchange factor. actives 0.18% (n = 360,000). EPAC2 GEF exchange of Rap1B-BODIPY-GDP, fluorescence. Q8WZA2. Potency, µM (series often up to 114 µM), inactives show at the highest dose activity, negative = inhibition, most hits filed as inhibitors; note: potency is the fitted concentration of half-maximal effect; % is set by controls: 0 for no effect and ±100 for the full control effect; nearly all actives have a fitted effect of over 45% in size; many of its hits are not listed in these tables
# Target sequence (Q8WZA2 whole entry, looked up): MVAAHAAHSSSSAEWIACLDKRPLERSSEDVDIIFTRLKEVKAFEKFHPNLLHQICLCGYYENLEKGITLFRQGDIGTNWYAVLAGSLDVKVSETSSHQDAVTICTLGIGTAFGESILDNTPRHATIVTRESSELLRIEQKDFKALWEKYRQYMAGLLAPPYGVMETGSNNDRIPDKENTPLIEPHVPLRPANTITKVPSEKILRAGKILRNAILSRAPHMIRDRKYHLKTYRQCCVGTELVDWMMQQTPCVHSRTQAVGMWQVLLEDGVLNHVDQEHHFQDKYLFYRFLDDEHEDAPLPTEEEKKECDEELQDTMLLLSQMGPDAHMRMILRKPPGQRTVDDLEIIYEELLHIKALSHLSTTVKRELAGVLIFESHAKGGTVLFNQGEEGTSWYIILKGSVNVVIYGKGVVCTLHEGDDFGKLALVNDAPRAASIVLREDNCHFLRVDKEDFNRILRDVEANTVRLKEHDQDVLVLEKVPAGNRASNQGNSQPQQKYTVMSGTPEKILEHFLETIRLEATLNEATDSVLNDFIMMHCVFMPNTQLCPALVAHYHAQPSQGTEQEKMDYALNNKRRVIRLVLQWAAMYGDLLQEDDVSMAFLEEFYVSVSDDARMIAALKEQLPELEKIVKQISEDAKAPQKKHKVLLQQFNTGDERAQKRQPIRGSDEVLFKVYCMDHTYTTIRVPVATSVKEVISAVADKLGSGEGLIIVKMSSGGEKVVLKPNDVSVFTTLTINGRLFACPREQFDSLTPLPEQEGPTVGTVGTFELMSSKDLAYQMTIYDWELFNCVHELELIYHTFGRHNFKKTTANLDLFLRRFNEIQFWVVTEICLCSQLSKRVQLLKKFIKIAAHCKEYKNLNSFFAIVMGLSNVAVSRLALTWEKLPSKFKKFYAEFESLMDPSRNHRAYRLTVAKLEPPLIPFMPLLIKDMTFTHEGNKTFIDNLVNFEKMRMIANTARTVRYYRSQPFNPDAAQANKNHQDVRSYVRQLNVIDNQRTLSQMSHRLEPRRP
# Nrf2 activator – Nrf2 pathway activation | AID 624171 | actives 0.31% (n = 410,000) | Potency, µM (doses to about 46.1 µM), without a hit: at the top dose activation, hits mostly activators | AREc32 ARE-luciferase reporter (MCF7-derived line), luminescence, 24 h; note: potency is the fitted concentration of half-maximal effect; % of control where 0% means no effect; nearly all actives have a fitted effect of over 65% in size
#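 Luminescent ARE reporter assay in AREc32_Fluc cells: overnight plating at 37 deg C, 24 hr compound incubation, Steady-Glo added, 30 min RT before reading.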
# Nrf2 block – Nrf2 pathway inhibition. A549 ARE-Fluc reporter, luciferase luminescence, 18-24 h. Potency, µM (doses to about 46 µM), without a hit: at the highest dose activity change, negative = inhibition, usual class: inhibitors. actives 2.1% (n = 360,000); note: potency is the fitted concentration of half-maximal effect; % is set by controls: 0 for no effect and ±100 for the full control effect; nearly all actives have a fitted effect of over 60% in size
#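 Reporter: ARE-Fluc in A549. Exposure: 18-24 h, 37 °C, 5% CO2, 5% FBS OPTI-MEM. Readouts: fluorescent cytotoxicity (CellTiter-Fluor), then luminescent Nrf2 signal after BugLite.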
# EPAC2 agonist – activates human EPAC2 exchange factor | Potency, µM (highest dose often 154 µM), for the others: top-dose activation, hits mostly activators | actives 0.079% (n = 360,000) | EPAC2 activation, biochemical qHTS; response scale: 100% = 6.5 mM cAMP response | Q8WZA2; note: potency is the fitted concentration of half-maximal effect; nearly all actives have a fitted effect of over 50% in size
#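 Each well held 100 nM EPAC2, 250 nM RAP1B-BODIPY-GDP and 50 uM GDP. Fluorescence, read at 5-min intervals to 30 min, was referenced to a 6.5 mM cAMP positive control.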
# Mm-Cpn inhibitor – M. maripaludis TRiC chaperonin inhibition | purified Mm-Cpn ATPase, ADP Transcreener TR-FRET | Potency, µM (titrated, usually from 76.9 µM), inactives show at the highest dose activity, negative = inhibition, hits mostly inhibitors | actives 0.031% (n = 330,000); note: potency is the fitted concentration of half-maximal effect; % is set by controls: 0 for no effect and ±100 for the full control effect; nearly all actives have a fitted effect of over 80% in size
#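 Purified archaeal Mm-CPN (25nM final) preincubated 10 min at 37degC with compound, then 10uM ATP for 30 min at 37degC; ADP measured by HTRF Transcreener TR-FRET; buffer 30 mM TRIS pH 7.4, 100mM KCl, 5mM MgCl2, 1mM DTT.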
# A549 viability – kills or reduces viability of A549 cells in Nrf2 counter-screen; A549 ARE-Fluc cells, CellTiter-Fluor viability, 18-24 h; Potency, µM (doses to about 46 µM), without a hit: top-dose activity change, negative = cytotoxicity, actives largely listed as inhibitors; actives 0.16% (n = 390,000); note: potency is the fitted concentration of half-maximal effect; % is set by controls: 0 for no effect and ±100 for the full control effect
#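 Cytotoxicity counterscreen: CellTiter-Fluor fluorescence was measured in A549 ARE_Fluc cells after 18-24 h of compound exposure in a concentration series. The subsequent BugLite luminescent read reports ARE-luciferase activity.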
# * hit, by the source's call; i = inactive; u = inconclusive; x = not tested or not shown; [ ] = remark or other dose. Unless noted, calls come from the whole dose curve; as a rule, active = well fitted curve in the direction sought with a large enough effect; inconclusive = small, poorly fitted or top-dose-only effect, or another doubt; inactive = no such curve, though single readings can be large; an effect the other way counts as inactive or inconclusive.
molecule	EPAC2 antagonist	TGFb inhibitor	A549 viability	EPAC2 agonist	Mm-Cpn inhibitor	pAkt inh	Nrf2 activator	Nrf2 block	CCT chaperon mod
O=C(C(=Cc1ccccc1)c1ccccc1)c1ccccc1	u	u	x	8%	x	i	u	x	0.9
O=C(CSc1cn(Cc2ccccc2)c2ccccc12)NCc1ccc(F)cc1	-1%	-14%	2%	-1%	0%	i	0.5%	1%	2.0
CC1CCCN(C(=O)C2CCN(CC3CC=CCC3)CC2)C1 (stereo not given)	0%	-5%	-2%	4%	0%	i	-0.3%	3%	-2.8
COc1ccc(-c2csc(NC(=O)c3ccccc3F)n2)cc1	3%	-29%	4%	13%	0%	i	0.2%	3%	-0.6
Cc1cccc(Nc2nnc(SCC(=O)c3c(N)n(C4CC4)c(=O)[nH]c3=O)s2)c1C	5%	-18%	12%	1%	1%	i	-0.7%	-3%	-0.7
CCOc1cc(C2NC(=O)NC(c3ccccc3)=C2C(=O)c2ccccc2)c(Br)cc1OCC(=O)O (stereo not given)	4%	-5%	2%	1%	-7%	i	0.2%[9.22 µM]	11%	-1.5
CCOC(=O)N1CCN(C(=O)C2CCCCC2)CC1	-3%	-5%	-5%	5%	-1%	i	0.2%	3%	-0.3
COc1cccc(NC(=O)c2c([N+](=O)[O-])cnn2C)c1	7%	9%	1%	1%	2%	i	0.2%[9.22 µM]	12%	0.6
CC(=O)Nc1ccc(NC(=O)c2cc3sccc3n2Cc2ccc(F)cc2)cc1	x	-22%	0%	x	x	x	5.5%	u	x
COc1ccc(NC(=O)CSc2nnc3scc(-c4ccc(Cl)cc4)n23)cc1	x	-2%	-13%	x	x	x	8.0%	4%	x
COc1cccc(-c2cc(C(=O)N/N=C/c3cccc(OC)c3OC)c3ccccc3n2)c1	-2%	-4%	-2%	15%	x	i	3.3%	-4%	-0.3
O=C(O)c1cccc(NC(=O)c2ccc(COc3ccc(Cl)cc3)cc2)c1	-27%	1%	7%	-2%	0%	i	-0.3%	25%	1.5
CCCN(C(=O)c1cnccn1)c1c(N)n(Cc2ccccc2)c(=O)[nH]c1=O	19%	-1%	-2%	1%	2%	i	-0.1%	-5%	-7.3
O=C(CSc1ccccc1)N1CCCC(N2CCN(c3ccccc3)CC2)C1 (stereo not given)	-4%	1%	5%	0%	-1%	i	-1.0%	-13%	-0.2
CCCCn1nnnc1SCC(=O)c1ccccc1F	-10%	-10%	2%	9%	0%	i	4.7%	u	-2.1
CC(C)C(NC(=O)CN(c1ccc2c(c1)OCCO2)S(=O)(=O)c1ccccc1)C(C)C	-10%	0%	16%	14%	x	i	-0.2%	-7%	-1.4
CCN(CCO)C1CC(=O)N(c2ccccc2C)C1=O (stereo not given)	0%	8%	x	1%	1%	i	-0.1%	u	0.8
CN(C)S(=O)(=O)c1cccc(-c2nnc(SCc3ccc4c(c3)OCCO4)o2)c1	-1%	-20%	-2%	11%	-11%	i	6.1%	-13%	-2.4
Nc1ncnc2c1ncn2[C@@H]1O[C@H](C(=O)NS(=O)(=O)c2ccccc2[N+](=O)[O-])[C@@H](O)[C@H]1O	1%	6%	x	7%	x	i	0.4%	x	0.3
Cc1cc(=O)oc2c(C(=O)/C=C\c3cccs3)c(O)ccc12	-2%	-13%	u	6%	-2%	i	u	u	1.7
CCc1ccc(NC(=O)CSc2nc3ccccc3c(=O)n2CCCC(=O)NCCCN2CCOCC2)cc1	-13%	-30%	u	18%	2%	i	9.1%	u	-0.6
COC(=O)NNC1=CC(=O)CC(C)(C)C1	13%	-20%	27%	9%	-4%	i	-0.2%	2%	0.0
Cc1cccc(C)c1OCc1nnc(SCC(=O)Nc2ccc(N3CCOCC3)cc2)o1	10%	6%	1%	-8%	3%	i	0.2%	14%	2.1
COc1ccc(-c2cc(C(=O)N(C)CC(=O)Nc3cccc(F)c3)c3ccccc3n2)cc1	-20%	u	-1%	25%	u	i	2.1%	-24%	0.0
COc1ccccc1NC(=O)Nc1ccc(-n2ccc(C(F)(F)F)n2)cc1	-5%	u	-6%	13%	-1%	i	6.3%	1%	0.4

# Other records:
molecule	EPAC2 antagonist	TGFb inhibitor	A549 viability	EPAC2 agonist	Mm-Cpn inhibitor	pAkt inh	Nrf2 activator	Nrf2 block	CCT chaperon mod
CCCNC(=O)C(Cc1cccc(Cl)c1)NC(=O)c1ccccc1 (stereo not given)	-13%	3%	8%	0%	1%	i	0.4%	4%	-1.0
N#CC1=CN(Cc2ccccc2)C=C(/C=N/Nc2ccccc2)C1	-8%	-4%	-8%	5%	0%	i	4.6%	-20%	1.4
Cc1cccc(NC(=O)CN2CCc3cc4c(cc3C2C)OCCCO4)c1 (stereo not given)	-12%	-27%	-17%	18%	0%	i	-0.3%	23µM*	-0.3
CCC(=O)Nc1ccc(S(=O)(=O)N2CCN(c3ccc(F)cc3)CC2)cc1	-8%	-3%	-9%	2%	1%	i	-1.9%	u	-2.5
CCOC(=O)N1C2=NC(C(=O)OC)=C(C(=O)OC)[C@@H]3Nc4ccccc4[C@]23C[C@H]1C(=O)OC	2%	-25%	-2%	9%	3%	i	0.5%	11%	1.8
Cc1ccc(NC(=O)Cn2c(=O)n(Cc3ccc(F)cc3)c(=O)c3cccnc32)cc1C	x	10%	1%	x	x	x	-0.6%	18%	x
Cn1nc(C(=O)Nc2cc(F)ccc2F)c2c1-c1ccccc1SC2	x	8%	8%	x	x	x	6.5%	-2%	x
Cc1c(C2(c3c(C)n(C)n(-c4ccccc4)c3=O)C(=O)Nc3ccc(F)cc32)c(=O)n(-c2ccccc2)n1C	-3%	1%	-1%	7%	0%	i	-0.2%	24%	-3.3
CCCN(CC1CC1)C(=O)CCc1nnc(CCc2c[nH]c3ccccc23)o1	-3%	-7%	2%	2%	-6%	i	0.2%	-7%	-0.7
O=C(CSc1nc2c(oc3ccccc32)c(=O)n1Cc1ccco1)Nc1cccc(Cl)c1	x	-22%	1%	x	x	x	-0.3%	12%	x
Oc1ccccc1N1CCN(Cc2ncc(-c3ccccc3)o2)CC1	5%	2%	9%	4%	1%	i	2.8%	8%	-1.4
Cc1cc(F)ccc1Oc1cc(NN2CCCCC2)c([N+](=O)[O-])cc1[N+](=O)[O-]	-10%	23%	-9%	-1%	1%	i	0.0%	-8%	-3.1
CN(C)c1cccc(C(=O)N2CCC(n3nccc3NC(=O)C3CCOC3)CC2)c1 (stereo not given)	16%	-2%	-1%	10%	0%	i	-0.7%	13%	0.2
Cc1cc(C)c(S(=O)(=O)N2CCCCC2)c(C)c1N(C)S(=O)(=O)c1ccc(Cl)cc1	7%	0%	-2%	14%	2%	i	0.4%	u	-4.2
Cc1c(Br)c([N+](=O)[O-])nn1C(C)C(=O)Nc1ccc2c(c1)OCO2 (stereo not given)	-1%	u	-12%	14%	-6%	i	-0.2%	u	-2.4
CCCC(=O)N1CCCC(C(=O)c2ccc(OC)c(OC)c2)C1 (stereo not given)	2%	-1%	1%	3%	0%	i	-0.4%	3%	-0.7
CCOC(=O)c1c(C)n(C)c2ccc(OC(C)C(=O)OC)cc12 (stereo not given)	-3%	0%	2%	-15%	0%	i	0.4%	3%	1.2
CC(OC(=O)c1ccc2c(=O)n3c(nc2c1)CCC3)C(=O)Nc1ccc(C(N)=O)cc1 (stereo not given)	-8%	5%	1%	3%	-4%	i	-0.3%	-8%	0.6
COc1ccc(-c2nnc(-c3cccs3)o2)cc1OC	8%	1%	-8%	2%	-1%	x	4.7%	x	-2.8
CC(CCc1ccccc1)NC(=O)c1ccc(C(=O)NC(C)CCc2ccccc2)cc1 (stereo not given)	-2%	-7%	u	5%	-1%	i	-0.4%	12µM*	-1.4
CCCCC(=O)Nc1ccc2c(c1)oc1ccccc12	6%	4%	-13%	6%	2%	i	5.8%	u	-0.3
CCc1ccc(S(=O)(=O)/N=C2\C=C(NS(=O)(=O)c3ccccc3)C(=O)c3ccccc32)cc1	u	u	-16%	15%	-3%	i	-1.4%	u	1.7
COC(=O)c1ccc(/C(O)=C(\C#N)c2nc3ccccc3s2)cc1	0%	-6%	u	-1%	-2%	i	2.9%	u	0.6
CCC1(c2ccc(F)cc2)NC(=O)N(CC(=O)N(CCC#N)c2ccccc2)C1=O (stereo not given)	2%	0%	0%	-8%	0%	i	-0.5%	5%	2.4
COc1ccc(C(=O)COC(=O)c2ccn(C)n2)cc1	5%	0%	2%	9%	2%	i	0.0%	-3%	-2.3

# Next part, overlapping the part above by 2 compounds.
molecule	EPAC2 antagonist	TGFb inhibitor	A549 viability	EPAC2 agonist	Mm-Cpn inhibitor	pAkt inh	Nrf2 activator	Nrf2 block	CCT chaperon mod
CCC1(c2ccc(F)cc2)NC(=O)N(CC(=O)N(CCC#N)c2ccccc2)C1=O (stereo not given)	2%	0%	0%	-8%	0%	i	-0.5%	5%	2.4
COc1ccc(C(=O)COC(=O)c2ccn(C)n2)cc1	5%	0%	2%	9%	2%	i	0.0%	-3%	-2.3
Cc1ccc(C(C)C)c(OCC(=O)NCC2(N(C)C)CCCCC2)c1	x	-3%	-4%	x	x	x	-0.5%	u	x
Cc1ccc(C)c(NC(=S)N/N=C2/CCCCc3ccccc32)c1	2%	0%	17%	-6%	-1%	i	-0.5%	-2%	-3.5
O=C(Nc1ccc2c(c1)OCO2)C1CCN(C(=O)c2ccc(Br)cc2)CC1	3%	-23%	-10%	-3%	-1%	i	6.4%	u	0.7
COc1cccc(C2c3[nH]c4ccccc4c3C[C@H]3C(=O)N(c4ccccc4C(=O)NCCCN4CCOCC4)C(=O)N23)c1 (stereo not given in full)	3%	-6%	-1%	4%	-2%	i	5.1%	-7%	0.5

# An excerpt, so the mix of outcomes need not match the whole.
